Cdc42 wt GTP – human Cdc42 wildtype GTP binding change, either direction | P60953 | GST-Cdc42 beads, Bodipy-GTP binding, flow cytometry; actives lie on both sides | percent activity (GTP binding), % at 10 µM | actives 0.2% (n = 190,000);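 active = percent activity GTP binding at least 20 points away from the 100% baseline, either down as inhibitor or up as activator; inconclusive = compound flagged as likely green fluorescent from well-wide comparison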;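 note: median bead fluorescence of bound Bodipy-FL-GTP at 100 nM; 0% = excess unlabeled GTP control and 100% = no compound control; below 100% means less GTP binding so inhibitor and above means activator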
Target sequence (P60953 whole entry, looked up): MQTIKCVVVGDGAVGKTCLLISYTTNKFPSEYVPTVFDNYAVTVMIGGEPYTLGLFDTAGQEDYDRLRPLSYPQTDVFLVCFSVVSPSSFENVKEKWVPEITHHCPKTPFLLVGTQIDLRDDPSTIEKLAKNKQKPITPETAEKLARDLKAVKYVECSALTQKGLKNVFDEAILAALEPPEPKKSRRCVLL
Rac1 mut GTP – modulators of GTP binding to human Rac1 activated mutant; P63000; GST-Rac1 activated beads, fluorescent GTP binding, flow cytometry; actives lie on both sides; 100% means binding = to untreated wells; percent activity (GTP binding), % at 10 µM; actives 0.11% (n = 190,000);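 active = GTP binding at least 20 percentage points away from the 100% baseline, in either direction, so actives lie on both sides; inconclusive = Compound likely fluorescent itself, or too few beads counted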
Mcl1 Noxa PPI – Mcl-1/Noxa interaction inhibition; Q07820; AID 1022; TR-FRET Mcl-1/Noxa peptide binding, 2 h; actives 1.5% (n = 220,000); inhibition, % at 21.7 µM;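 active = compounds that cut the protein-peptide binding signal by more than 50% relative to plate controls in a single-dose test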;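 note: His-tagged Mcl-1 with rhodamine Noxa BH3 peptide and terbium anti-His antibody; 0% = Mcl-1 plus Noxa peptide wells and 100% = peptide-only wells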
Target sequence (Q07820 whole entry, looked up): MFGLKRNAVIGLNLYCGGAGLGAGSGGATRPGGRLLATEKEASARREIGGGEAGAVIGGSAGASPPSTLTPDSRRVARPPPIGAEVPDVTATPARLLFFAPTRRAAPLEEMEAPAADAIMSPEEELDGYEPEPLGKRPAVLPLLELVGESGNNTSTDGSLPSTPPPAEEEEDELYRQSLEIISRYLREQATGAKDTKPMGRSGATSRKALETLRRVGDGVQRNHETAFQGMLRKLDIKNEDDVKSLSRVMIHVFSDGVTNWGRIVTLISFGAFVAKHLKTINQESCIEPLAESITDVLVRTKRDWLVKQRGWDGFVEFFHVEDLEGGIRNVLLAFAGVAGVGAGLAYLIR
Mcl1 Bid PPI – Mcl-1/Bid interaction inhibition; inhibition, % at 21.7 µM; TR-FRET Mcl-1/Bid-Dy647 peptide binding, 1536-well; AID 1021; actives 0.97% (n = 220,000);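 active = compounds that cut the binding signal by more than half at the single screening dose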;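 note: His-tagged Mcl-1 with europium anti-His antibody binding Bid BH3 peptide; 0% = Mcl-1 plus peptide wells and 100% = peptide-only wells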
Avidin bead fluor – avidin bead compound fluorescence profile | Avidin beads, compound fluorescence 488/530 nm, flow cytometry; hits give high values | fluorescence (KMESF) at 10 µM | actives 0.38% (n = 220,000); in the data active = fluorescence above about 47; note: inactives centre near 10
Pf gametocyte – kills late stage P. falciparum gametocytes. inhibition, % at 10.9 µM. actives 0.065% (n = 150,000). P. falciparum stage V gametocytes, ATP luminescence, 24 h. AID 743093;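 active = inhibition above the mean plus 3 SD of compounds within the control limits, set per campaign, cut at about 38% in these data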;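 note: 0% = DMSO wells and 100% = medium only without gametocytes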
Rac1 wt GTP bind – human Rac1 wildtype GTP binding, inhibitors and activators. P63000. GST-Rac1 beads, fluorescent GTP binding, flow cytometry; actives lie on both sides; 0 = cold GTP competed, 100 = untreated. GTP binding activity (% of control), % at 10 µM. actives 0.27% (n = 190,000). AID 757;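 active = GTP binding activity at least 20 points away from the 100% control level, either lower or higher; inconclusive = compound flagged as likely green fluorescent, judged across all proteins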
GSH fluor – GSH bead compound fluorescence profile; GSH beads flow cytometry, compound fluorescence 488/530 nm; hits give high values; fluorescence (KMESF) at 10 µM; actives 0.25% (n = 190,000); in the data active = fluorescence above about 89;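 note: glutathione beads carrying GST-tagged Bcl family fusion proteins plus one bare bead set; values are compound well signal with DMSO vehicle wells as background; inactives centre near 16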
Rab2 wt GTP – changes GTP binding to wildtype dog Rab2A, up or down. GST-Rab2 wt beads, Bodipy-GTP binding, flow cytometry. GTP binding activity, % at 10 µM. actives 0.19% (n = 190,000);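 active = GTP binding activity at least 20 points away from 100%, either lowered or raised; inconclusive = signal likely due to the compound's own green fluorescence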;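 note: 0% = beads with excess unlabeled GTP and 100% = no-compound control corrected for plate trend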
HRas wt GTP – modulators of GTP binding to human HRas wildtype | P01112 | GST-Ras wt beads, Bodipy-FL-GTP binding, flow cytometry; actives lie on both sides | GTP binding activity, % at 10 µM | actives 0.14% (n = 190,000);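 active = GTP binding activity at least 20% away from the 100% baseline, either lowered as inhibitor or raised as activator; inconclusive = flagged as likely green fluorescent, judged across all proteins in the well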;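 note: 0% = unlabeled GTP competition control and 100% = no-compound control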
Target sequence (P01112 whole entry, looked up): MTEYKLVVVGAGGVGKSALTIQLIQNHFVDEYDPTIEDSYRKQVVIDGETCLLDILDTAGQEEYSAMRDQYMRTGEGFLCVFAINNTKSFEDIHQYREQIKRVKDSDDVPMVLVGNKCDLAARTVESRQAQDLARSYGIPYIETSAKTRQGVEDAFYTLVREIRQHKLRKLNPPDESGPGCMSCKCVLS
Rab7 wt modul – alters GTP binding to wildtype dog Rab7; GTP binding activity (percent of control), % at 10 µM; AID 758; GST-Rab7 beads, fluorescent GTP binding, flow cytometry; actives lie on both sides; untreated = 100%, excess cold GTP = 0%; actives 0.055% (n = 190,000);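 active = fluorescent GTP binding to Rab7 beads changed by at least 20 points from the 100% baseline, either direction, mostly lower; inconclusive = compound itself probably fluorescent, or too few beads counted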;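 note: median green fluorescence of bound Bodipy-FL-GTP per Rab7 bead population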
* = called active by the depositor; ? = inconclusive; . = no result given.

SMILES	Cdc42 wt GTP	Rac1 mut GTP	Mcl1 Noxa PPI	Mcl1 Bid PPI	Avidin bead fluor	Pf gametocyte	Rac1 wt GTP bind	GSH fluor	Rab2 wt GTP	HRas wt GTP	Rab7 wt modul
CC(=O)c1ccc(NC(=O)COC(=O)c2ccccc2Nc2ccccc2)cc1	102	98	-1	-43	4	.	106	11	100	100	100
CNC(=O)C(=O)NCC1OCCN1S(=O)(=O)c1ccc2c(c1)OCCO2 (centres undefined)	102	100	4	2	10	-5	102	72	99	98	99
O=c1c2cnn(-c3ccccc3)c2ncn1Cc1cccc(Cl)c1	101	99	6	-13	19	.	103	14	102	99	98
O=C(CSc1cccc[n+]1[O-])C12CC3CC(CC(C3)C1)C2	97	101	12	-26	11	11	103	14	95	100	101
Cc1ccc(S(=O)(=O)N2CCN(C(=O)c3nn(C(C)C)c(=O)c4ccccc34)CC2)cc1C	98	98	-1	-11	10	.	102	13	102	101	101
O=C(NC(=S)Nc1ccc(Cc2ccncc2)cc1)c1ccc(F)cc1	95	95	-3	-13	11	-36	96	13	95	96	96
O=C(c1ccc2c(c1)OCCO2)N1CCCC(CNS(=O)(=O)c2cccs2)C1 (centres undefined)	97	97	9	-8	10	-24	100	26	97	96	99
Cc1ccc(-n2nnnc2SCC(=O)NC(=O)Nc2ccc3c(c2)OCCO3)cc1	87	88	-3	-15	6	-32	88	50	88	87	93
COCCn1c(SCC(=O)Nc2ccc(S(=O)(=O)N3CCOCC3)cc2)nc2ccccc21	98	99	-17	-12	33	9	103	21	98	99	98
Cn1ccnc1Sc1ccc(/C=N/NC(=O)c2ccccc2O)cc1[N+](=O)[O-]	96	98	18	-5	3	-23	98	7	96	96	99
O=C(C1CCCO1)N1CCN(c2ncccn2)CC1 (centres undefined)	93	94	-3	-15	11	-8	94	12	98	98	100
CC(C)c1nc(SCC(=O)Nc2ccc(N(C)C)cc2)c2ccccc2n1	98	94	24	-39	13	-11	98	26	98	102	102
Cc1nc2n(n1)CC(O)CS2 (centres undefined)	103	97	-5	-11	11	9	107	5	104	103	106
O=C(COc1ccc(Br)cc1CO)Nc1ccccc1	98	96	7	-21	10	-15	95	17	97	98	97
CCOc1ccc(NC(=O)C2CCCN2C(=O)OCc2ccccc2)cc1 (centres undefined)	98	95	12	-21	2	14	97	12	96	97	98
C[C@@H]1C=C(C(=O)NCc2ccccc2)O[C@H](OCc2ccc(CO)cc2)C1	94	94	-5	-7	7	-36	95	20	94	94	95
Nc1ccc2c(c1)N1CCN=C1S2	100	95	2	-51	6	-20	98	6	96	98	95
OCCNCCOc1ccccc1-c1ccccc1	105	97	24	35	6	.	107	9	99	102	100
COc1ccccc1OCCOCCOc1ccc(C)cc1[N+](=O)[O-]	95	95	11	3	18	10	95	8	93	93	93
Cc1ccc(C(=O)O/N=C(\N)c2ccc(Br)cc2)cc1	103	100	-19	-27	7	.	105	42	98	100	97
O=C(CCCOc1ccc(Cl)cc1Cl)n1nnc2ccccc21	96	98	17	24	6	.	96	28	100	97	100
CC(=O)OCc1cc(-c2nn(C)c(=O)c3ccccc23)ccc1C	98	97	-14	10	6	3	97	12	97	96	99
CN(C)CC(=O)Nc1ccc2cn[nH]c2c1	94	95	9	-28	7	6	99	18	101	97	105
COc1ccc(S(=O)(=O)Nc2ccc(C)cc2)cc1N(C)S(=O)(=O)c1ccc(Cl)cc1	99	98	-11	-6	4	.	102	5	98	99	96
NC(=O)COc1ccccc1/C=C1/SC(=O)N(CC(=O)N2CCc3ccccc3C2)C1=O	98	98	11	13	7	.	103	33	95	98	97
Cc1ccc[n+](CC(=O)c2ccc(NC(=O)c3ccccc3)cc2)c1	96	95	8	-3	11	.	97	13	95	95	95
Cc1ccccc1OCc1nc(-c2ccc(Br)o2)no1	97	97	-1	-13	6	.	101	24	97	99	98
CSc1c(CC(=O)Nc2ccc(F)cc2)n(Cc2ccccc2)c2ccccc12	101	98	3	0	22	23	103	16	98	99	101
O=C(Cn1c(=O)oc2cc(S(=O)(=O)N3CCCC3)ccc21)N1CCN(c2ccccn2)CC1	99	97	10	-5	7	.	97	17	97	97	97
Cc1noc(C(=O)Nc2sc3c(c2C#N)CCC3)c1Cl	97	98	28	-9	4	.	100	22	98	99	99
O=C(CCCNC(=O)/C(=C/c1ccc(F)cc1)NC(=O)c1ccccc1)OCc1ccccc1	102	99	-15	-10	25	-10	104	12	100	99	100
COc1cccc(NC(=S)NCc2ccco2)c1	103	99	11	-36	11	-13	103	14	98	98	100
CC(C)(C)OC(=O)N/N=C\c1ccc(OC(=O)c2cccs2)cc1	100	99	5	-7	11	-18	101	15	100	98	98
COc1cc(-c2c(C#N)c(N)nc(SCc3ccncc3)c2C#N)cc(OC)c1OC	99	98	10	18	38	.	97	12	98	100	101
CC(C)CCNC(=O)CCCC1=NS(=O)(=O)c2ccccc2N1	98	99	4	1	6	-16	101	24	97	98	94
CC1CCCCN1CCNC(=O)CN1C(=O)COc2ccccc21 (centres undefined)	103	100	-4	-47	26	.	103	8	98	101	97
COc1ccc(-n2c(NC(=O)c3ccc(Br)o3)c(C#N)c3nc4ccccc4nc32)cc1	77*	79*	46	-25	4	.	79*	42	79*	81	85
CCO[C@H]1OC(C(=O)NC2CC2)=C[C@@H](c2coc3ccccc3c2=O)[C@@H]1CCCO	95	97	-14	-8	6	14	97	16	98	96	103
COC(=O)N/N=C(\C)c1cccc(C(F)(F)F)c1	?	?	-6	-11	10	9	?	13	?	?	?
CC1CC(=O)c2cnc(N)nc2C1 (centres undefined)	100	96	8	-7	10	3	97	16	102	101	96
O=C(Nc1ccc(Oc2ccc(Cl)cc2)cc1)c1ncn[nH]1	105	102	-62	-51	31	-6	112	19	104	102	101
CC(C)NC(=O)NC(=O)COC(=O)CCCSc1nc2ccccc2s1	100	99	10	5	6	.	102	9	100	99	98
CCc1cccc(NC(=O)c2cc(OC)c(OC)c(OC)c2)c1	88	93	7	-43	10	9	93	11	94	94	105
O=C1CN(C(=O)c2ccc(Br)o2)C(c2ccc(F)cc2)c2cc(F)ccc2N1 (centres undefined)	103	97	2	-10	5	2	103	14	100	101	97
C[n+]1ccn(CC(=O)c2ccc(Br)cc2)c1	100	100	5	-3	3	5	105	10	101	103	100
COc1ccc(C2c3c(ccc4ccccc34)Oc3ncn4nc(Cc5ccccc5)nc4c32)cc1OC (centres undefined)	99	98	13	-2	6	-10	100	10	97	98	95
COc1ccc(CN(C)CC(=O)Nc2ccccc2C(F)(F)F)c(OC)c1	98	100	38	22	2	1	102	5	97	98	94
O=C(Nc1ccc(N2CCOCC2)cc1)C1(S(=O)(=O)c2ccccc2)CC1	102	98	9	-26	22	-3	105	15	100	98	101
CCCSCCCNC(=O)Cn1cc2c(n1)CCC(C)C2 (centres undefined)	101	96	-6	-15	19	.	105	14	96	98	95
CC(=O)[C@H]1[C@H](c2cccc(Cl)c2)C(C#N)(C#N)[C@@H]2c3ccccc3C=CN21	100	99	26	-6	9	.	103	12	100	102	100
O=C(Oc1cccc(NC2=NS(=O)(=O)c3ccccc32)c1)c1ccncc1	95	96	12	-14	12	8	96	24	100	101	105
CCCn1c(=N)n(CC(=O)c2ccco2)c2ccccc21	103	100	-4	-14	8	0	102	5	99	101	97
c1ccc(CN(Cc2ccccc2)c2nn[nH]n2)cc1	91	89	14	-6	9	.	94	12	92	93	103
COC(=O)c1ccc(C2C(C(C)=O)=C(C)Nc3ncnn32)cc1 (centres undefined)	102	96	-4	-22	5	.	105	24	98	99	97
COc1ccc(C=O)cc1Cn1c(C)cc(C)c(C#N)c1=O	94	95	-33	-8	7	.	99	12	97	97	92
Cc1ccc(/C(N)=N/OC(=O)C23CC4CC(CC(C4)C2)C3)cc1	100	96	14	-15	9	.	98	47	98	100	100
O=C(c1ccncc1)N1CCN(C(=O)c2cccs2)CC1	106	98	18	6	10	19	104	19	103	103	101
COc1ccc(OC)c(NC(=O)c2ccc(NS(=O)(=O)c3c(C)noc3C)cc2)c1	98	98	-1	-14	12	.	107	29	99	100	99
c1coc(CNc2ncnc3nc[nH]c23)c1	106	99	-8	-8	23	.	107	14	103	104	99

No new results follow: entries from further up.
SMILES	Cdc42 wt GTP	Rac1 mut GTP	Mcl1 Noxa PPI	Mcl1 Bid PPI	Avidin bead fluor	Pf gametocyte	Rac1 wt GTP bind	GSH fluor	Rab2 wt GTP	HRas wt GTP	Rab7 wt modul
CC(=O)c1ccc(NC(=O)COC(=O)c2ccccc2Nc2ccccc2)cc1	102	98	-1	-43	4	.	106	11	100	100	100
CNC(=O)C(=O)NCC1OCCN1S(=O)(=O)c1ccc2c(c1)OCCO2 (centres undefined)	102	100	4	2	10	-5	102	72	99	98	99
O=c1c2cnn(-c3ccccc3)c2ncn1Cc1cccc(Cl)c1	101	99	6	-13	19	.	103	14	102	99	98
O=C(CSc1cccc[n+]1[O-])C12CC3CC(CC(C3)C1)C2	97	101	12	-26	11	11	103	14	95	100	101
Cc1ccc(S(=O)(=O)N2CCN(C(=O)c3nn(C(C)C)c(=O)c4ccccc34)CC2)cc1C	98	98	-1	-11	10	.	102	13	102	101	101
O=C(NC(=S)Nc1ccc(Cc2ccncc2)cc1)c1ccc(F)cc1	95	95	-3	-13	11	-36	96	13	95	96	96
O=C(c1ccc2c(c1)OCCO2)N1CCCC(CNS(=O)(=O)c2cccs2)C1 (centres undefined)	97	97	9	-8	10	-24	100	26	97	96	99
Cc1ccc(-n2nnnc2SCC(=O)NC(=O)Nc2ccc3c(c2)OCCO3)cc1	87	88	-3	-15	6	-32	88	50	88	87	93
COCCn1c(SCC(=O)Nc2ccc(S(=O)(=O)N3CCOCC3)cc2)nc2ccccc21	98	99	-17	-12	33	9	103	21	98	99	98
